TRHR PAM = allosterically enhances the human TRH receptor. TRHR cells, fluo-8 calcium fluorescence, EC20 TRH enhancement. enhancement, % at 2 µM. 0.66% of 360,000 active. AID 493056; in the data active means enhancement above about 30%; further: 0% is about no effect
Target sequence (P34981 whole entry, looked up): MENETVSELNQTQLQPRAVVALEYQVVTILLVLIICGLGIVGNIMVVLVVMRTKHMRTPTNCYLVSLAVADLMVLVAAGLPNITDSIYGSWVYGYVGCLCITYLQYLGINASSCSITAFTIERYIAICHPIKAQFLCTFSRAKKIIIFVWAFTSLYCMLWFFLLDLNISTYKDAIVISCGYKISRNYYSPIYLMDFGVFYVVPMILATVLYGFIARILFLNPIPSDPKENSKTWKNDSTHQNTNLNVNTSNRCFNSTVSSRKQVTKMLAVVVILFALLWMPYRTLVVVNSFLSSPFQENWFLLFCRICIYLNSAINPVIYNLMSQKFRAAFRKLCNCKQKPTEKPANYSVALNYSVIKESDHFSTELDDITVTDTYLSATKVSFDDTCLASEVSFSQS
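Enhancer read-out: after compound pinning and an initial kinetic agonist-mode read, an EC20 of TRH (10 nM final) was injected and fluo-8 calcium signal (Ex 480/Em 530) followed at 1 s/cycle for 100 cycles in TRHR-expressing cells.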
D2 antagonist = D2 dopamine receptor (human) antagonism. P14416. HEK293 TREx D2 cells, calcium flux, dopamine EC80. inhibition, % at 10 µM. 2% of 340,000 active. AID 485344; in the data active means inhibition above about 30%; further: 0% is about no effect
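Compounds are added to dye-loaded, induced HEK293 T-REx cells coupled to calcium release via D2; after a 3 min kinetic read an EC80 dopamine stimulus is given and fluorescence is recorded for 3 more min.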
mIDH1 inhibitor = blocks human mutant IDH1 R132H enzyme; O75874; IDH1-R132H enzyme, NADPH consumption, diaphorase/resazurin fluorescence; Potency, µM (series often up to 76.6 µM), inactives show at the top dose activity change, negative = inhibition, actives largely listed as inhibitors; 0.093% of 390,000 active; further: potency means the concentration at half of the fitted maximal effect; on the % scale 0 is the no-effect control and ±100 the full control effect; nearly all actives have a fitted effect of over 65% in size
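IDH1-R132H (0.5 ug/mL dispensed) in pH 7.5 Tris buffer was preincubated 30 min with compound, then given a substrate mix of 0.016 mM NADPH and 2 mM alpha-KG for 80 min at room temperature; remaining NADPH was read by diaphorase/resazurin fluorescence.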
rTrxR1 inhibitor = rat TrxR1 inhibition | recombinant rTrxR1, NADPH fluorescence consumption, selenite substrate | Potency, µM (highest dose often 114 µM), without a hit: at the highest dose activity change, negative = inhibition, hits mostly inhibitors | 1% of 390,000 active; further: potency means the concentration at half of the fitted maximal effect; on the % scale 0 is the no-effect control and ±100 the full control effect; nearly all actives have a fitted effect of over 65% in size
Target sequence (O89049 whole entry, looked up): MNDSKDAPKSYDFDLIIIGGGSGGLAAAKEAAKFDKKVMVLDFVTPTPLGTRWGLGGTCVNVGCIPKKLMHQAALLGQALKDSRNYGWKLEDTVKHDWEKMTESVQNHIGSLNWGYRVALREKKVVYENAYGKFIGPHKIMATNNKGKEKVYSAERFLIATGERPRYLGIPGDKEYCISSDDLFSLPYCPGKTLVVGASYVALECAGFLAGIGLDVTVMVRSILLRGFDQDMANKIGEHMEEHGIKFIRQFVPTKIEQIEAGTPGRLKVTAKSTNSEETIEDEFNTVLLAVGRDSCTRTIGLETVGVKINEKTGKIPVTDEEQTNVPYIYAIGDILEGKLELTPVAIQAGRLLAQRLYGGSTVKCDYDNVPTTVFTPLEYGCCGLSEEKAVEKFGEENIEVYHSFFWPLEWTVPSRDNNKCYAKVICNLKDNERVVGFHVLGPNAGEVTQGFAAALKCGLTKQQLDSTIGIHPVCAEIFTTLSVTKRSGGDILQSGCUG
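Rat TrxR1 (90 nM in the dispensed reagent) was pre-reduced with 400 uM NADPH for 5 min at room temperature, then incubated with compound for 15 min. After 400 uM selenite was added, NADPH fluorescence (Ex 340/Em 450 nm) was followed for 8 min.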
D2 agonist = D2 dopamine receptor (human) agonism | HEK293 T-REx D2 cells, calcium flux agonist mode | activation, % at 2 µM | 0.53% of 340,000 active | AID 485358;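 active means activation over 3 SD above normal in the single-dose calcium agonist read, cut at about 30% in these data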; further: 0% is about no effect
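Calcium-flux readout, 1 cycle/sec over 180 s following compound pin transfer, in inducible HEK293 Trex D2 cells (force-coupled); dopamine controls included. Positive calcium responses during this window marked compounds as potential agonists.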
PI4K2A block = inhibitors of human PI4K2A | Q9BTU6 | purified PI4K2A, ADP-Glo luminescence, 1 h; stronger effect = lower value | activity change, negative = inhibition, % at 76.9 µM | 0.13% of 420,000 active; in the data active means activity change below about -50%; inconclusive means mostly about -30% to -49%;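 further: -100% = wells without enzyme as full effect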
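PI4K2A activity was measured by ADP-Glo luminescence: enzyme (4 ug/mL stock) and phosphatidylinositol (1.2 mM stock) in Tris pH 7.5/MgCl2/EGTA/Triton X-100 buffer were reacted with ATP (300 microM stock) for one hour at ambient temperature.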
TrxR1 substrate = substrates of rat thioredoxin reductase 1 | O89049 | purified TrxR1 substrate turnover, NADPH consumption readout | Potency, µM (titrated, usually from 114 µM), inactives show at the highest dose activity change, negative = substrate turnover | 0.01% of 390,000 active | AID 588456; further: potency means the concentration at half of the fitted maximal effect; on the % scale 0 is the no-effect control and ±100 the full control effect; nearly all actives have a fitted effect of over 50% in size
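Rat TrxR1, dispensed at 90 nM, was prereduced with 400 uM NADPH (final) for 5 min at ~22 deg C, then incubated with compound 15 min before 400 uM selenite. A first-read NADPH fluorescence drop versus no-compound background flagged substrates.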
USP1-UAF1 inh = blocks the human USP1/UAF1 deubiquitinase complex | O94782 | recombinant USP1/UAF1, Ub-Rhodamine cleavage fluorescence | Potency, µM (series often up to 57.1 µM), for inactives: at the top dose activity change, negative = inhibition, most hits filed as inhibitors | 0.23% of 390,000 active | AID 743255; further: potency means the concentration at half of the fitted maximal effect; on the % scale 0 is the no-effect control and ±100 the full control effect; nearly all actives have a fitted effect of over 60% in size; inactives centre near -12
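High-throughput fluorogenic screen: 1nM USP1/UAF1 complex, Ub-Rho substrate 150nM final, 50mM HEPES pH 7.8 with 0.5mM EDTA, 0.1 mg/ml BSA, 1mM TCEP and 0.01% Tween-20.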
TRHR agonist = activates the human TRH receptor; activation, % at 2 µM; P34981; 0.18% of 360,000 active; TRHR cells, calcium flux fluo-8, FDSS agonist mode; in the data active means activation above about 30%; further: 0% is about no effect
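Steps: seed TRHR cells overnight; add fluo-8 no-wash Ca dye, RT 30 min–1.5 h; record 10 s baseline; pin-transfer compounds; monitor fluorescence 1 cycle/s for the agonist window. Calcium increases flag candidate agonists.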
Numbers without * were called inactive; ? = inconclusive; . = no result given; [ ] = remark or other dose. Unless noted, the call rests on the fitted dose curve; in most records, active means well fitted inhibition curve with a large enough effect; inconclusive means small, poorly fitted or top-dose-only effect; inactive means no such curve, though single readings can be large or run the other way. Hits appear at their usual frequency; about 3.9% have a hit in one of these screens.

SMILES	TRHR PAM	D2 antagonist	mIDH1 inhibitor	rTrxR1 inhibitor	D2 agonist	PI4K2A block	TrxR1 substrate	USP1-UAF1 inh	TRHR agonist
Cc1cc(C(=O)N/N=C/c2cccnc2)c2ccccc2n1	-3	1	3%	1%[57.1 µM]	-1.0	1	5%[57.1 µM]	-19%	0.0
Cc1sc(NC(=O)C2CCCC2)c(C#N)c1C	-1	3	3%	-6%	-0.4	0	-1%	-14%	0.3
CN(c1ccc(OC(=O)CN2C(=O)NC3(CCCC3)C2=O)cc1)S(=O)(=O)c1ccccc1	0	.	2%	-9%	.	6	-2%	-16%	0.3
CCOC(=O)C1=C(c2ccccc2)N(C)C(=O)NC1c1ccc(OC(F)F)c(OC)c1 (stereo unspecified)	-3	-12	2%	-6%[57.1 µM]	4.3	3	-3%[57.1 µM]	-6%	-1.3
CCCCn1c(N)c(N(CCOC)C(=O)c2ccc(C)o2)c(=O)[nH]c1=O	-5	-6	2%	-13%	0.6	2	-6%	-15%	0.4
CC(C)(C)C(=O)CNS(=O)(=O)c1ccc(S(=O)(=O)NC2CCCC2)cc1	2	0	-3%	32%	2.1	1	13%	11%	1.0
C=CCN1/C(=C2/SC(=S)N(C)C2=O)Sc2ccccc21	-2	9	.	.	-0.1	.	.	.	3.5
COc1ccccc1N1CCN(C(=O)c2cn(-c3ccccc3)nc2-c2cccnc2)CC1	2	.	1%	-9%	.	-2	-4%	-22%	-1.2
Cc1ccc(OCC(=O)NCC2(N3CCN(C)CC3)CCCCC2)cc1C	-9	.	0%	18%	0.5	2	4%	3%	3.0
CCOc1ccc(NS(=O)(=O)c2ccc(NC(=S)NC(=O)CC(C)C)cc2)cc1	32*	-10	3%	2%[57.1 µM]	1.5	-5	-12%[57.1 µM]	?	3.5
O=C(CSc1nc(-c2ccccc2)nc2c1Cc1ccccc1O2)Nc1ccc(C(=O)O)cc1	21	-1	-5%	2%[57.1 µM]	1.9	-1	4%	?	0.1
CCCOc1ccc(C2=CSC3=NCCN23)cc1[N+](=O)[O-]	-2	22	9%	32%[activator]	-0.3	1	0%	-26%	0.2
N#Cc1ccc(OC(=O)c2cc(-c3ccc4c(c3)OCCO4)on2)cc1	6	.	5%	-3%	.	-7	9%	-8%	-1.2
COc1ccc(CNC(=O)COC(=O)c2ccc(OCC3CCCO3)cc2)cc1 (stereo unspecified)	-2	-3	-5%	22%	-0.1	-2	-1%	-19%	-0.2
CCN1CCN(CCc2nc3cc([N+](=O)[O-])ccc3n2C)CC1	1	23	4%	37%[11.4 µM]	0.2	1	11%[11.4 µM]	-3%	0.1

Marked active in TRHR PAM, among the entries above:
SMILES | TRHR PAM | D2 antagonist | mIDH1 inhibitor | rTrxR1 inhibitor | PI4K2A block | TrxR1 substrate | USP1-UAF1 inh
CCOc1ccc(NS(=O)(=O)c2ccc(NC(=S)NC(=O)CC(C)C)cc2)cc1 | 32* | -10 | 3% | 2%[57.1 µM] | -5 | -12%[57.1 µM] | ?

4 compounds out of the list above, arranged by the number in mIDH1 inhibitor, low to high.
structure,mIDH1 inhibitor
CC(C)(C)C(=O)CNS(=O)(=O)c1ccc(S(=O)(=O)NC2CCCC2)cc1,-3%
CCCCn1c(N)c(N(CCOC)C(=O)c2ccc(C)o2)c(=O)[nH]c1=O,2%
CCOc1ccc(NS(=O)(=O)c2ccc(NC(=S)NC(=O)CC(C)C)cc2)cc1,3%
CCN1CCN(CCc2nc3cc([N+](=O)[O-])ccc3n2C)CC1,4%

Fetched by compound from the list above (2):
SMILES	TRHR PAM	D2 antagonist	mIDH1 inhibitor	rTrxR1 inhibitor	D2 agonist	PI4K2A block	TrxR1 substrate	USP1-UAF1 inh	TRHR agonist
CCN1CCN(CCc2nc3cc([N+](=O)[O-])ccc3n2C)CC1	1	23	4%	37%[11.4 µM]	0.2	1	11%[11.4 µM]	-3%	0.1
O=C(CSc1nc(-c2ccccc2)nc2c1Cc1ccccc1O2)Nc1ccc(C(=O)O)cc1	21	-1	-5%	2%[57.1 µM]	1.9	-1	4%	?	0.1

(list continues)
SMILES	TRHR PAM	D2 antagonist	mIDH1 inhibitor	rTrxR1 inhibitor	D2 agonist	PI4K2A block	TrxR1 substrate	USP1-UAF1 inh	TRHR agonist
O=C(O)Cn1nnc(-c2ccc(OCc3cccc(C(F)(F)F)c3)cc2)n1	4	.	-18%	-22%[57.1 µM]	0.5	0	-6%[57.1 µM]	?	0.1
CCOc1ncccc1C(=O)Nc1ccc(F)c(Cl)c1	1	-3	0%	1%	0.6	-2	-1%	-21%	0.5
Cc1c(C(=O)N(Cc2cccc(Br)c2)C2CCS(=O)(=O)C2)oc2ccc(F)cc12 (stereo unspecified)	-3	.	0%	23%	.	1	3%	-23%	1.1
CCCCC(=O)NS(=O)(=O)c1ccc(N=NN2CCOCC2)cc1	2	-15	1%	20%[57.1 µM]	1.2	-1	3%[57.1 µM]	-4%	0.1
CC(C)CC(=O)Nc1ccc(S(=O)(=O)N2CCCC2)cc1	0	-25	-4%	8%	-0.8	-2	-4%	-9%	-0.3
CCOc1ccc(-c2nnn(CC(=O)NCc3cccs3)n2)cc1	-6	-4	0%	-6%	-0.1	-7	4%	1%	0.2
O/N=C(/c1ccc(F)cc1)C1CC1c1c(F)cccc1Cl (stereo unspecified)	-2	-1	11%	0%	0.3	-1	-10%	-10%	-0.3
CCc1ccc(NC(=O)CN2C(=O)CSc3ccc(S(=O)(=O)N(C)C)cc32)cc1	4	.	-20%	18%[57.1 µM]	-0.2	-4	1%[57.1 µM]	-23%	0.6
CCc1nn2cc(-c3ccccc3)nc2s1	-3	1	9%	14%	-0.3	2	0%	-9%	-2.2
O=c1cc(CN2CCN(S(=O)(=O)/C=C/c3ccccc3)CC2)c2ccc(O)cc2o1	5	12	2%	?	0.6	-9	124%[activator]	-23%	0.5
CCn1cc(C(=O)N2CC(C)CC(C)C2)c(=O)c2cc(S(=O)(=O)N3CCOCC3)ccc21 (stereo unspecified)	-2	1	1%	5%	1.2	3	0%	-13%	0.5
CC(Cl)C(=O)NNC(=O)CNS(=O)(=O)c1ccccc1 (stereo unspecified)	5	.	4%	26%	.	-6	1%	-19%	-0.7
CN(C)c1nc(N)c2ncc(=S)[nH]c2n1	4	-6	-1%	?	1.4	-26	7%[11.4 µM]	-18%	0.5
C[C@@H]1[C@@H](Sc2ccccc2)CC(=O)O[C@@H]1c1ccc(-c2ccccc2)cc1	.	.	13%	9%[57.1 µM]	.	-63*	-8%[57.1 µM]	-23%	.
CC(=O)N(c1ccc(Cl)cc1)c1nc(C)cc(C)c1C#N	14	-13	-6%	22%	0.5	4	11%	-7%	2.5
COCC1CCN(Cc2c(C(=O)N3CCN(C4CCCCC4)CC3)nc3ccccn23)C1 (stereo unspecified)	4	-14	-1%	?	0.3	4	-7%	-19%	0.7
Cc1nn(C)c(C)c1S(=O)(=O)N1CCC(C(=O)Nc2ccc3c(c2)OCCO3)CC1	-4	.	-11%	7%[57.1 µM]	.	-2	1%[57.1 µM]	-9%	0.1
O=C(NCCc1ccccc1)C1CCC(Cn2c(=O)c3ccccc3n(Cc3cccnc3)c2=O)CC1 (stereo unspecified)	5	5	-1%	8%	0.2	-5	3%	-23%	0.3
O=C(Cn1cnc2cc([N+](=O)[O-])ccc2c1=O)NC(c1ccccc1)c1ccccc1	1	-11	4%	-15%	1.0	1	-12%	-25%	0.6
COc1ccc(N(C(C)=O)C2C=CS(=O)(=O)C2)c(OC)c1 (stereo unspecified)	6	-9	2%	-16%[57.1 µM]	-0.1	6	3%[57.1 µM]	-8%	-0.3
CCOc1ccc(-c2nnc(SCC(=O)Nc3cccc(Cl)c3C)o2)cc1	0	.	.	5%	3.3	0	-7%	-21%	1.4
CCN(CC)Cc1nc2sc(C)c(C)c2c(=O)[nH]1	1	28	21%	17%	-0.3	4	-1%	-21%	-0.2
Cc1cccc(N(CC(=O)NC(C)(C)C)C(=O)CNC(=O)c2cccs2)c1C	3	-13	-2%	32%	0.5	2	4%	-17%	0.0
COc1ccc(-c2nc(-c3cccc(C)c3)nc(N3CCN(C)CC3)c2C#N)cc1	3	-5	-4%	7%[57.1 µM]	0.1	8	-13%	3%	0.4
CC1CC(C)CN(CCOc2cccc(Cl)c2Cl)C1 (stereo unspecified)	-2	86*	0%	-11%	88*	1	-11%	1%	0.5
O=C(Nc1ccccc1C(=O)N1CCOCC1)c1ccc(CSc2ccccc2)cc1	3	-27	2%	26%[57.1 µM]	-0.7	3	5%[57.1 µM]	-6%	-0.6
CCCC(=O)Nc1ccc(Cl)c(NC(=S)NC(=O)C(C)C)c1	2	-15	-5%	-14%	9.2	3	0%	-14%	-0.2
CCCOCC1CC(CCc2nc(=S)[nH][nH]2)C(=O)O1 (stereo unspecified)	-13	4	4%	-29%	-0.9	4	-3%	-15%	0.0
O=C(Nc1ccccc1F)c1cc(S(=O)(=O)N2CCOCC2)ccc1N1CCOCC1	-8	25	-13%	13%	0.5	19	-3%	-10%	0.5
Cc1c(C(=O)N2CCCCC2)sc(NC(=O)C23CC4CC(CC(C4)C2)C3)c1C#N	.	.	-1%	-5%	.	-1	-3%	0%	.
COc1cccc2c3c(c(C)nc12)CCN3c1ccccc1	-2	7	0%	12%[57.1 µM]	1.2	-9	-1%[57.1 µM]	-12%	-0.6
Cc1c(C(=O)N2CCCCC2)c(S(=O)(=O)N2CCc3ccccc32)c(C)n1C	-5	19	-4%	22%	0.5	-5	0%	-15%	-0.9

A second format for some results above.
canonical_smiles,TRHR PAM,D2 antagonist,mIDH1 inhibitor,rTrxR1 inhibitor,D2 agonist,PI4K2A block,TrxR1 substrate,USP1-UAF1 inh,TRHR agonist
COc1ccc(-c2nc(-c3cccc(C)c3)nc(N3CCN(C)CC3)c2C#N)cc1,3,-5,-4%,7%[57.1 µM],0.1,8,-13%,3%,0.4
CC1CC(C)CN(CCOc2cccc(Cl)c2Cl)C1 (stereo unspecified),-2,86*,0%,-11%,88*,1,-11%,1%,0.5
O=C(Nc1ccccc1C(=O)N1CCOCC1)c1ccc(CSc2ccccc2)cc1,3,-27,2%,26%[57.1 µM],-0.7,3,5%[57.1 µM],-6%,-0.6

From PubChem
